Screening data from PubChem.
FAS TE block: inhibitors of human fatty acid synthase thioesterase domain; P49327; recombinant FAS-TE, OMFH fluorogenic substrate, fluorescence endpoint; hit rate 0.67% among 360,000; inhibition, % at 15 µM;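 active = compounds whose normalised, plate-corrected inhibition of enzyme fluorescence in the single-dose primary screen is 50% or more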;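 also: 0% = DMSO with enzyme and 100% = substrate without enzyme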
Rpn11 block: Rpn11 (human) deubiquitinase inhibition. hit rate 0.59% among 360,000. calls only at 20 µM. AID 588493. human 26S proteasome, Ub4-pepOG fluorescence polarization; 20S core pre-blocked with epoxomicin. O00487;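 active = inhibition at 20 µM, scaled to each plate's controls, above about 33%, limit read from the data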
CSN deneddyl inh: inhibitors of human CSN-mediated cullin deneddylation; Purified CSN, SCF-Nedd8-OG deneddylation, fluorescence polarization; inhibition, % at 12.5 µM; hit rate 0.38% among 360,000;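 active = pattern-corrected inhibition above about 35%, with an unprinted fluorescence ratio check between 0.5 and 1.5, limit read from the data, passing the limit was not always enough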;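 also: 0% = enzyme with substrate and 100% = substrate without enzyme; some results filed as inactive read as strong as hits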
Target sequence (Q92905 whole entry, looked up, one chain of several): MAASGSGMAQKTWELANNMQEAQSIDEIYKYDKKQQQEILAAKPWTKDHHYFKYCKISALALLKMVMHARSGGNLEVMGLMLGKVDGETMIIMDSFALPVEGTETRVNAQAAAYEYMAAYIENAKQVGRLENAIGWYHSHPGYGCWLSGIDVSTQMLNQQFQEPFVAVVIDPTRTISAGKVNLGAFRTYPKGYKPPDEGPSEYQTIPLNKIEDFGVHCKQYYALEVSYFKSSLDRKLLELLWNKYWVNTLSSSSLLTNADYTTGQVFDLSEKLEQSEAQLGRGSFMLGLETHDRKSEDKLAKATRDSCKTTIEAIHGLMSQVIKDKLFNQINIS
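Test system: purified human Csn5 enzyme expressed in HEK293T cells. Amount: 0.24 nM enzyme. Reagent: SCFSkp2-Nedd8OG substrate at 10 nM final. Schedule: 90 min incubation of compound, enzyme and substrate at room temperature. Detection: fluorescence polarization. Read-out: % inhibition of substrate cleavage by Csn5.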
MsrA act: activators of bovine methionine sulfoxide reductase A | purified bovine MsrA, absorbance read-out | activation, % at 10.6 µM | hit rate 0.3% among 360,000 | AID 602163; in the data active = activation above about 7.5%;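 also: 0% = vehicle and 100% = reference activator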
PABP1 MLLE inh: blocks PAM2 peptide binding to the PABP1 MLLE domain. inhibition, % at 20 µM. hit rate 0.36% among 360,000. GST-MLLE / FITC-PAM2 fluorescence polarization; in the data active = inhibition above about 35%, passing the limit was not always enough;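 also: plate controls were DMSO wells with GST-MLLE for no effect and wells lacking GST-MLLE protein for full effect; some results filed as inactive read as strong as hits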
Target sequence (P11940 whole entry, looked up, the tested form may be a part): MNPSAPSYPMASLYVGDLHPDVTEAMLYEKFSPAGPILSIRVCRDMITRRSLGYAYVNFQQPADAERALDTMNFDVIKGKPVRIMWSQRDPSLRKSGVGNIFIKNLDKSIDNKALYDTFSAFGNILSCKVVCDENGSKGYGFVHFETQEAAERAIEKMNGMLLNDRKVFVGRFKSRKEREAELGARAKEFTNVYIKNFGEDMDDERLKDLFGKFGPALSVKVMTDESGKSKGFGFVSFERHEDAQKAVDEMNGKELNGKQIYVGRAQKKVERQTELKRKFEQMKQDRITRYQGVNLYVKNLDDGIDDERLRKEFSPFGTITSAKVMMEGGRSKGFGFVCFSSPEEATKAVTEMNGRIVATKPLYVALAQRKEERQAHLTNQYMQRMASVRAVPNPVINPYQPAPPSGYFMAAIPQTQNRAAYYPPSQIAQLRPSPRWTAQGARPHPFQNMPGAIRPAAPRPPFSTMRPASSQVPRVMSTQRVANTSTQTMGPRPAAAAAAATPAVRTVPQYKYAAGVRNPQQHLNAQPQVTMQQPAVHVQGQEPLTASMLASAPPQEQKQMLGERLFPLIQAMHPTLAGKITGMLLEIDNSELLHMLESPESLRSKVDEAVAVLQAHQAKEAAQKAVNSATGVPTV
MsrA inhibitor: inhibits bovine methionine sulfoxide reductase A. purified bovine MsrA, absorbance read-out. hit rate 0.75% among 360,000. AID 651718. inhibition, % at 15.5 µM; in the data active = inhibition above about 4.5%;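 also: 0% = vehicle wells with enzyme and 100% = reference inhibitor wells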
eLon inh: E. coli protease La inhibition; P0A9M0; purified E. coli Lon protease, fluorescence polarization; inhibition, % at 7.94 µM; hit rate 0.42% among 360,000; AID 602123; in the data active = inhibition above about 13%, passing the limit was not always enough;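 also: 0% = enzyme with probe and DMSO and 100% = no enzyme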
MT1-MMP act inh: inhibitors of human MT1-MMP activation. HT1080 RFP-PRO-GFP cells, GFP/RFP ratio fluorescence, overnight; percent of plate control window, DMSO zero. GFP/RFP ratio change, % at 20 µM. hit rate 0.061% among 360,000. AID 651647;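 active = GFP/RFP ratio change of at least 30% with cell ATP level not reduced by more than half and red fluorescence within 50% of control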; also: strong numbers were not always called active
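Assay system: HT1080 cells carrying an RFP-PRO-GFP reporter | Dosing: Single dose of 20 µM compound, 1% DMSO final | Incubation: Cells overnight before dosing, compound overnight, 37 °C, 5% CO2 | Evaluation: GFP/RFP fluorescence ratio | Control set: DMSO and RFP-L50D-GFP cell wells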
Rin1-Abl PPI inh: inhibitors of human Rin1-Abl protein interaction; TR-FRET Rin1/Abl binding, biochemical; inhibition, % at 7.35 µM; hit rate 0.4% among 360,000; AID 588664; P00519+Q13671; in the data active = inhibition above about 5%, passing the limit was not always enough
The depositor's hits bear a star; i = inactive; · = not tested or not shown.

nr	molecule	FAS TE block	Rpn11 block	CSN deneddyl inh	MsrA act	PABP1 MLLE inh
1	COc1ccccc1-c1nnc(SCC(=O)O)n1C	-10	i	3	-2	-7
2	CCCC(c1nnnn1Cc1ccccc1)N1CCC(C(N)=O)CC1 (stereo not given)	-3	i	4	1	20
3	COc1ccccc1N1CCN(S(=O)(=O)CC23CCC(CC2=O)C3(C)C)CC1 (stereo not given)	2	i	-2	-1	3
4	O=C1NCCn2ccc(=O)cc21	-4	i	-1	0	1
5	O=C(c1ccsc1)N1CCCC(Nc2ccc(F)c(F)c2)C1 (stereo not given)	-1	i	0	-2	22
6	CCOC(=O)c1sc(/N=C/Nc2nc(C)c(C(=O)OCC)s2)nc1C	-3	i	1	-5	0
7	C/C(=N\NC(=O)CNc1cccc2ccccc12)c1ccccc1	2	i	0	3	10
8	COc1cc(OC)cc(C(=O)NCCc2ccc(OC)c(OC)c2)c1	-5	i	-8	-2	1

nr	MsrA inhibitor	eLon inh	MT1-MMP act inh	Rin1-Abl PPI inh
1	-0.3	3	2	-2
2	-1.4	11	4	-1
3	-0.2	-3	-1	3
4	0.7	0	1	-1
5	-0.5	-1	1	2
6	-0.5	10	2	5
7	-0.1	-8	4	1
8	0.1	-11	0	1

New compounds follow:
nr	molecule	FAS TE block	Rpn11 block	CSN deneddyl inh	MsrA act	PABP1 MLLE inh
9	CC(NC(=O)C1CCC1)c1ccc(Br)cc1 (stereo not given)	-5	i	-6	-2	-1
10	Cc1ccc(C(=O)N2N=C(CC(C)C)CC2(O)C(F)(F)F)o1 (stereo not given)	-3	i	-2	-1	14
11	Fc1ccc(-c2cn3ccccc3n2)cc1	-1	i	5	-5	-14
12	COC(=O)c1ccc(N)cc1O	-17	i	-3	-12	4
13	Cc1cc(C)nc(SC2CCOC2=O)n1 (stereo not given)	-5	i	1	-6	4
14	CCOC(=O)C1CCN(S(=O)(=O)c2ccc3c(c2)CC(C)N3C(=O)C2CCC2)CC1 (stereo not given)	16	i	5	-6	-7
15	C=CCN1C(=O)C(CC(=O)Nc2ccc(OC)cc2)SC1=Nc1ccc(S(N)(=O)=O)cc1 (stereo not given)	-2	i	-7	-1	4
16	O=C(NC1CCCCC1)C(c1ccncc1)N(C(=O)Cn1nnc(-c2cccs2)n1)C1CCCC1 (stereo not given)	-4	i	4	-5	0

nr	MsrA inhibitor	eLon inh	MT1-MMP act inh	Rin1-Abl PPI inh
9	-0.1	-1	6	-2
10	-0.2	-2	0	0
11	1.6	-3	8	-5
12	-0.2	-6	2	5
13	2.0	-2	2	4
14	-1.2	14	4	2
15	0.1	-10	5	1
16	-0.4	0	3	1

(list continues)
nr	molecule	FAS TE block	Rpn11 block	CSN deneddyl inh	MsrA act	PABP1 MLLE inh
17	COc1ccc(N2CC(C(=O)NCCc3ccc(Cl)cc3)CC2=O)cc1 (stereo not given)	-4	i	3	0	3
18	O=C1CC2(CCN(C(=O)c3ccc(F)c(F)c3)CC2)Oc2ccccc21	4	i	-1	-2	11
19	Cc1cccc(N2CCN(C(=O)CSc3nnnn3C3CC3)CC2)c1C	12	i	-1	-2	-6
20	COC(=O)CCC(=O)Nc1ccccc1C(=O)Nc1ccccc1	-4	i	-6	1	-7
21	COc1ccc(OC(=O)N2CCOCC2)cc1	-3	i	4	-1	-16
22	S=c1[nH]nc(C2CCCCC2)n1/N=C/c1ccccn1	-8	i	2	-1	-22
23	COc1cc(/C=C2\N=C(c3ccccc3)OC2=O)ccc1OC(C)=O	0	i	0	-3	-23
24	Cc1ccc(CN2CCN(Cc3ccccc3C(F)(F)F)CC2)cc1	12	i	2	-1	-2

nr	MsrA inhibitor	eLon inh	MT1-MMP act inh	Rin1-Abl PPI inh
17	0.4	-5	-1	0
18	-1.1	-10	2	-2
19	-0.6	-10	1	1
20	0.0	7	0	-1
21	-0.4	-10	4	0
22	-1.6	-5	4	4
23	1.7	-4	1	4
24	-0.4	-2	2	4

The results go on.
nr	molecule	FAS TE block	Rpn11 block	CSN deneddyl inh	MsrA act	PABP1 MLLE inh
25	CSc1ncccc1C(=O)OCC(=O)c1ccc(Br)s1	4	i	2	-1	-10
26	COc1ccc(N(Cc2cc(=O)[nH]c3ccccc23)C(=O)c2ccco2)cc1	-8	i	0	-2	19
27	CC(=O)c1ccc(NC(=S)N(Cc2ccccc2)C(C)C2CC2)cc1 (stereo not given)	15	i	4	-3	-40
28	CCOC(=O)N1CC=C2C(C#N)=C(N)C(C#N)(C#N)[C@H](c3cccs3)C2C1 (stereo not given in full)	0	i	-1	-2	17
29	Cc1ccc(NC(=O)N/C=C/c2ccco2)c(C)c1	0	i	8	-12	-13
30	CC(=O)OCCCNc1cc(Sc2nc3ccccc3s2)c2nonc2c1[N+](=O)[O-]	82*	i	10	-8	35
31	O=C(Cc1c[nH]c2ccccc12)Nc1ccc(N2CCOCC2)cc1	-6	i	-3	-6	-18
32	COc1cccc(S(=O)(=O)NCc2ccc(C(=O)Nc3cccc(Cl)c3)cc2)c1	27	i	6	-2	0

nr	MsrA inhibitor	eLon inh	MT1-MMP act inh	Rin1-Abl PPI inh
25	-1.6	0	0	-6
26	0.0	-4	-4	-3
27	1.3	3	-1	1
28	0.6	-1	-40	1
29	0.2	-15	-4	-1
30	·	-18	12	0
31	0.7	7	-1	-1
32	-0.4	4	-3	-2

Another view of some results above.
| item | Molecule | FAS TE block | Rpn11 block | CSN deneddyl inh | MsrA act | PABP1 MLLE inh | MsrA inhibitor | eLon inh | MT1-MMP act inh | Rin1-Abl PPI inh |
| --- | --- | --- | --- | --- | --- | --- | --- | --- | --- | --- |
| 28 | CCOC(=O)N1CC=C2C(C#N)=C(N)C(C#N)(C#N)[C@H](c3cccs3)C2C1 (stereo not given in full) | 0 | i | -1 | -2 | 17 | 0.6 | -1 | -40 | 1 |
| 29 | Cc1ccc(NC(=O)N/C=C/c2ccco2)c(C)c1 | 0 | i | 8 | -12 | -13 | 0.2 | -15 | -4 | -1 |

(continued)
nr	molecule	FAS TE block	Rpn11 block	CSN deneddyl inh	MsrA act	PABP1 MLLE inh
33	O=C(COc1ccc(CO)cc1Cl)Nc1ccc(F)cc1	-8	i	0	0	-12
34	Cc1c(Cl)cccc1NC(=S)N(Cc1ccco1)C(C)c1ccccn1 (stereo not given)	14	i	-4	-2	5
35	COCCN(C(=O)CCC(=O)Nc1ccccn1)C(C(=O)NC(C)(C)C)c1ccc(OC)cc1 (stereo not given)	-5	i	1	-2	-3
36	OCCC1CN(Cc2c(F)cccc2Cl)CCN1C1CCCC1 (stereo not given)	-2	i	-3	0	9
37	O=C(CCCN1C(=O)CCC1=O)Nc1ccc2c(c1)OCCO2	-1	i	-3	-1	1
38	N/C(=N\OC(=O)c1ccc(Cl)c([N+](=O)[O-])c1)c1ccccn1	9	i	-3	-13	4
39	CCc1ccc(-n2c(C)n[nH]c2=S)cc1	-4	i	4	-2	-22
40	COc1ccc(OCC(=O)Nc2ccc3c(c2)nc2n3CCSC2)cc1	-6	i	5	-2	7

nr	MsrA inhibitor	eLon inh	MT1-MMP act inh	Rin1-Abl PPI inh
33	0.5	4	8	-1
34	-1.4	-2	8	-1
35	-1.2	-2	-2	1
36	0.2	5	4	-1
37	0.6	-8	7	-1
38	-0.3	-4	-7	-3
39	0.2	0	7	-1
40	0.4	-2	-1	-2

Further structures follow:
nr	molecule	FAS TE block	Rpn11 block	CSN deneddyl inh	MsrA act	PABP1 MLLE inh
41	CC(C(=O)N1CCOCC1)N1C(=O)c2ccccc2C1=O (stereo not given)	0	i	-4	-4	-2
42	Cc1ccc(F)c(S(=O)(=O)NC(=O)C2(C)CCN2C(=O)Cc2ccc(-c3ccccc3)cc2)c1 (stereo not given)	-7	i	-3	-1	4
43	O=C(COc1ccccc1)NNc1nc2c(F)cccc2s1	0	i	5	-6	-10
44	COc1ccc(/C=C2\SC(=O)N(CC(=O)NN3CCN(C)CC3)C2=O)cc1OC	-7	i	0	-4	21
45	CCc1nnc(NC(=O)COc2ccc(N(C)S(=O)(=O)c3ccc(C)cc3)cc2)s1	-2	i	5	-4	-18
46	O=S(=O)(CCOc1ccccc1)c1nc2ccccc2[nH]1	-6	i	2	-2	12
47	O=C(COc1ccc2c3c(c(=O)oc2c1)CCCC3)NCCCN1CCCC1=O	-4	i	2	-2	-1
48	COCC(=O)Nc1ccc(OCc2ccccc2)cc1	-9	i	-7	-3	7

nr	MsrA inhibitor	eLon inh	MT1-MMP act inh	Rin1-Abl PPI inh
41	-1.1	1	1	-5
42	-0.4	-17	1	-11
43	0.3	-4	5	4
44	4.9*	-6	13	-8
45	0.3	-6	-1	-1
46	-0.2	5	-3	7
47	0.9	-4	3	0
48	-0.5	-7	4	2

Quoted from above, entries 42 to 44
nr	molecule	FAS TE block	Rpn11 block	CSN deneddyl inh	MsrA act	PABP1 MLLE inh
42	Cc1ccc(F)c(S(=O)(=O)NC(=O)C2(C)CCN2C(=O)Cc2ccc(-c3ccccc3)cc2)c1 (stereo not given)	-7	i	-3	-1	4
43	O=C(COc1ccccc1)NNc1nc2c(F)cccc2s1	0	i	5	-6	-10
44	COc1ccc(/C=C2\SC(=O)N(CC(=O)NN3CCN(C)CC3)C2=O)cc1OC	-7	i	0	-4	21

nr	MsrA inhibitor	eLon inh	MT1-MMP act inh	Rin1-Abl PPI inh
42	-0.4	-17	1	-11
43	0.3	-4	5	4
44	4.9*	-6	13	-8

(list continues)
nr	molecule	FAS TE block	Rpn11 block	CSN deneddyl inh	MsrA act	PABP1 MLLE inh
49	CNC(=O)c1nnc(Cc2ccc(Cl)cc2)o1	-6	i	3	-2	-3
50	C=CCc1c(C)nc(N2CCSCC2)[nH]c1=O	-3	i	1	-1	2
51	CC1CCCN(Cc2c(O)ccc3c(=O)c(-c4nc5ccccc5s4)c(N)oc23)C1 (stereo not given)	-12	i	3	-5	4
52	FC(F)Sc1nc2ccccc2[nH]1	-4	i	1	7	-123
53	COc1ccc(CC(=O)N2CCN(C(=O)c3ccco3)CC2)cc1	-10	i	4	-6	17
54	CN1CCN(C(=O)c2cc(Cl)cc(Cl)c2NC(=O)c2ccco2)CC1	-10	i	1	-3	0
55	CCOC(=O)c1c(NC(=O)/C=C/C(=O)O)sc(C)c1-c1ccc(C)c(C)c1	4	i	-8	-18	18
56	COCCN(CCOC)C(=S)Nc1ccccc1Cl	-2	i	-1	-14	-17

nr	MsrA inhibitor	eLon inh	MT1-MMP act inh	Rin1-Abl PPI inh
49	-0.1	-1	1	0
50	1.5	-5	0	0
51	2.3	-7	-1	4
52	1.5	1	1	-3
53	0.5	-7	1	6
54	-0.2	2	0	-2
55	1.1	-3	-3	2
56	1.1	-4	4	2
